Source: PubChem BioAssay
GPR151 activ: human GPR151 activation; activation, % at 11.2 µM; PathHunter beta-arrestin GPR151 cells, luminescence; Q8TDV0; 650,000 compounds, 1% hits; in the data active = activation above about 4.9%;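 note: 0% = median of compound wells and 100% = cells with positive control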
Target sequence (Q8TDV0 whole entry, looked up): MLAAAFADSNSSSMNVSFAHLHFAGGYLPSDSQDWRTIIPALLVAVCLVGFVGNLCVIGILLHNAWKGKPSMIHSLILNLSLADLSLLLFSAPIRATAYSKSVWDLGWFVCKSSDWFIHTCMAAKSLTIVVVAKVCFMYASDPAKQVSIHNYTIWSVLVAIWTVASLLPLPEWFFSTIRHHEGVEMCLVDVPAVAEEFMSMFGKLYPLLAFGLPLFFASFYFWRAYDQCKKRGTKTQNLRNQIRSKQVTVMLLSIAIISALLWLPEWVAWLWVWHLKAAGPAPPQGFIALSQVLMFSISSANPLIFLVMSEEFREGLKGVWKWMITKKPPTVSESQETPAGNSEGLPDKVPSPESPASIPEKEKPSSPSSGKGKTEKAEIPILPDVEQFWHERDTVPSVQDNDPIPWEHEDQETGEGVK
MITF inh: inhibitors of human MITF; AlphaScreen MITF homodimerization, bead proximity signal; AID 1259374; inhibition, % at 2.6 µM; O75030; 650,000 compounds, 0.91% hits; in the data active = inhibition above about 50%;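 note: 0% = vehicle wells with protein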
Target sequence (O75030 whole entry, looked up): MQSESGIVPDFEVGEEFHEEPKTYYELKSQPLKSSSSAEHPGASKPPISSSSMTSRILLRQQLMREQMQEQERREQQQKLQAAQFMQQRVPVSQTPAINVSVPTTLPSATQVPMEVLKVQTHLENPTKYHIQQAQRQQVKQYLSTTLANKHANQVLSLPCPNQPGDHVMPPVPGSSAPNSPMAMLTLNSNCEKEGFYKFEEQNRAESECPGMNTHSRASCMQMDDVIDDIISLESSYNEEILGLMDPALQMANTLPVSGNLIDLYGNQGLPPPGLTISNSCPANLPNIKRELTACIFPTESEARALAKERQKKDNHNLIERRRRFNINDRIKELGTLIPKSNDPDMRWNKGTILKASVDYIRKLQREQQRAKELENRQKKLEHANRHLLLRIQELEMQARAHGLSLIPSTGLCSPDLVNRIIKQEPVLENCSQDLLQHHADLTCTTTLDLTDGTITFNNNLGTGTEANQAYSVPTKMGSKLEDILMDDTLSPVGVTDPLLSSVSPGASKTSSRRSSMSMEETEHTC
TEAD-YAP inh: TEAD-YAP interaction inhibition; HEK-TIYL cells, TEAD-Gal4/YAP UAS-luciferase luminescence; inhibition, % at 9.12 µM; 640,000 compounds, 1.4% hits; AID 1259422; in the data active = inhibition above about 32%;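 note: 0% = median of test compound wells and 100% = reference inhibitor wells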
FBW7 activator: activators of human E3 ligase FBW7 | 650,000 compounds, 0.13% hits | normalized activity (activation), % at 26.1 µM | AlphaScreen FBW7–phospho-cyclin E peptide binding, activator screen | Q969H0; in the data active = normalized activity above about 1.9%;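 note: purified mutant Fbw7 with reduced substrate affinity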
Active calls of the source: *; . = no result given; & = joins results of further samples.

SMILES | GPR151 activ | MITF inh | TEAD-YAP inh | FBW7 activator
COc1ccc(NC(=O)C(=O)NC(C)C)c(OC)c1 | -1.4 | 16.4 | -17.0 | 0.0
CSc1cccc2sc(N3CCN(C(=O)NC(C)(C)C)CC3)nc12 | -0.8 | 1.6 | -1.3 | 0.0
O=C(NCCCN1CCCCCC1)c1ccc(Cn2c(=S)[nH]c3ccc(Br)cc3c2=O)cc1 | -2.4 | 13.9 | 6.9 | 0.1
COc1ccc(C(CC(=O)c2ccc(C)cc2)Nc2ccc(Br)cc2)cc1OC (stereo unspecified) | 2.3 | -9.7 | -4.8 | -0.2
CCN(CC)c1ccc(/C=C2\C(=O)N(c3ccc(C)c(C)c3)N=C2C)cc1 | -0.6 | -15.6 | 5.8 | -0.2
Cc1ccc(-n2c(C)cc(/C=N/O)c2C)cc1 | -0.1 | 11.3 | -9.4 | -0.1
CC(C)c1nc2ccccc2c2nnc(SCC(=O)NC(C)(C)C)n12 | -0.5 | 1.6 | 4.4 | 0.3
O=C1CC(c2ccco2)Sc2ccccc2N1Cc1cccc(F)c1 (stereo unspecified) | 1.9 | 4.6 | 13.0 | -0.1
CN(c1ccccc1)S(=O)(=O)c1ccc(C(=O)Nc2nc(-c3ccc(Br)cc3)cs2)cc1 | 1.0 | 2.8 | 10.6 | -0.1
Cc1cc(C)c2ncccc2c1[N+](=O)[O-] | 0.8 | -1.0 | 1.6 | -0.1
N#C/C(=C/c1cn(-c2ccccc2)nc1-c1cccnc1)C(N)=O | -0.1 | 10.1 | 6.6 | -0.1
Nc1cccc(-c2cnc3c(Nc4ccccc4Cl)nccn23)c1 | 0.1 | 12.8 | 30.1 | -0.3
O=C(CSc1nnc2[nH]c(=O)ccn12)Nc1ccc(Br)cc1 | -0.6 | 0.4 | 10.2 | -0.1
Cc1nnc(Sc2nc3c(c(=O)[nH]c(=O)n3C)n2CCc2ccccc2)s1 | 0.0 | 3.8 | -8.0 | -0.1
O=C(CC1(c2ccccc2)CC(=O)N(CCn2ccnc2)C1=O)N1CCc2sccc2C1 (stereo unspecified) | 1.1 | -23.4 | -2.4 | 0.0
CC1(C)C=C(c2ccc(/C=C3\CCC/C(=C\c4ccc(C5=CC(C)(C)[NH+]([O-])C(C)(C)C5)s4)C3=O)s2)CC(C)(C)[NH+]1[O-] (stereo unspecified) | 2.1 | -13.8 | 4.8 | 0.3
O=C1CCC/C1=C\c1cccc([N+](=O)[O-])c1 | -0.9 | 3.3 | 3.9 | -0.1
Cn1c2ccccc2n2c(SCC(=O)N3CCN(c4ccccc4)CC3)nnc12 | 1.1 | 16.1 | 4.1 | 0.2
O=C(c1ccco1)N1CCN(c2nccn3c(-c4ccc(F)c(Cl)c4)cnc23)CC1 | 1.5 | 10.2 | -1.6 | 0.3
COCCOC(=O)c1ccc(NC(=O)c2ccccc2)cc1 | -3.9 | 4.3 | -29.2 | 0.2
O=C(NCc1ccc2c(c1)OCO2)c1ccc(CNS(=O)(=O)c2ccccc2)cc1 | -1.0 | -5.2 | -7.0 | 0.3
CC(C)Cc1nnc(NC(=O)c2cccc3ccccc23)s1 | -0.6 | 6.8 | -28.6 | 0.0
O=C(COC(=O)c1ccc(Br)o1)c1ccccc1 | -0.8 | 6.3 | 14.7 | 0.5
Cc1cccc(NC(=O)CNCCN2CCOCC2)c1C | -0.8 | 32.3 | 3.8 | -0.2
CCOc1ccc(C(=O)C(C)Sc2nnnn2-c2ccc(O)cc2)cc1 (stereo unspecified) | -1.7 | -6.4 | 5.3 | -0.1
O=C(COC(=O)C1CC(=O)N(Cc2ccco2)C1)Nc1ccc(SC(F)F)cc1 (stereo unspecified) | 3.2 | -7.2 | 0.2 | -0.1
O=C(Nc1cc(Cl)ccc1O)c1nn2c(C(F)(F)F)cc(-c3ccc(Br)cc3)nc2c1Cl | -0.6 | -10.1 | 0.5 | -0.1
O=C(O)C1CN(c2ncc([N+](=O)[O-])cc2[N+](=O)[O-])C1 | 2.9 | -1.7 | 8.1 | -0.2
O=C(NC1CCCCNC1=O)c1ccc(N2CC3CC(C2)c2cccc(=O)n2C3)c(NC(=O)c2ccccc2Br)c1 (stereo unspecified) | -0.9 | 6.9 | 2.9 | 0.3
O=C(CSc1nc2ccccc2o1)OCC(=O)c1ccc(Cl)cc1 | -1.9 | -4.8 | 8.6 | -0.1
Cc1nc2cc(NC(=O)C3CC34CCN(Cc3c[nH]c5ccccc35)CC4)ccc2s1 (stereo unspecified) | 1.3 | 2.5 | -8.7 | 0.3
CC#C[C@]1(O)CCC2C3CCC4=CC(=O)CCC4=C3[C@@H](c3ccc(N(C)C)cc3)C[C@@]21C (stereo partly specified) | 1.3 | 15.4 | 12.8 | 0.0
O=C(N/N=C/c1cc([N+](=O)[O-])ccc1O)c1cc(Br)ccc1O | 2.8 | 3.5 | 11.1 | -0.1
CCOC(=O)Cc1csc(=Nc2ccc(OC)cc2)n1CCCN1CCOCC1 | -0.4 | 8.5 | -3.7 | -0.2
CO[C@@H]1COC(=O)CCC[C@@H](C)[C@H](OC)COC(=O)[C@@H]2CCCN2C(=O)C/C=C/[C@H]1C | 1.2 | 12.7 | . | 0.2
CC(=O)N1CCN(Cc2ccc3c(c2)CN(C(=O)c2ccc(C)cc2C)CCO3)CC1 | 1.3 | -2.5 | 1.1 | 0.3
COC(=O)COc1cc(OCC(=O)OC)c2c(C)c(Cl)c(=O)oc2c1 | 1.8 | 15.3 | 7.1 | -0.1
Cc1ccc2c(c1)c(N=NC(N)=S)c(O)n2CO | -0.9 | 5.3 | 5.1 | -0.2
O=C(N/N=C/c1ccc([N+](=O)[O-])c(O)c1)c1cncc(Br)c1 | 1.1 | 11.8 | -9.6 | -0.1
Cc1ccccc1C(=O)NCCNc1ccc([N+](=O)[O-])cc1 | 0.3 | 4.8 | 4.8 | -0.1
OCCNCCOCCOc1ccc(I)cc1 | 0.1 | 41.4 | 3.7 | -0.1
COc1ccc2nc3sc(C(=O)Nc4cccc(C(C)=O)c4)c(N)c3cc2c1 | 5.3* | -11.3 | -75.2 | 0.1
CC1CN(S(=O)(=O)c2ccc(C(=O)Nc3nc(-c4ccccn4)cs3)cc2)CC(C)O1 (stereo unspecified) | 0.4 | 38.8 | 14.6 | -0.2
COC(=O)C1=C(C)N(Cc2ccco2)C(=O)/C1=C\c1cccc([N+](=O)[O-])c1 | -0.5 | -5.9 | -12.3 | -0.1
Cc1ccc(C)c(OCC(=O)Nc2ccccc2C(=O)O)c1C | -0.7 | 5.3 | -1.4 | 0.2
COc1ccc(NC(=O)Cn2nnc(C(=O)Nc3ccccc3OC)c2N)cc1 | 0.0 | -2.3 | 10.8 | 0.0
COc1cc(C2C3=C(CCCC3=O)Nc3ccc4nc(C)ccc4c32)ccc1OCc1ccccc1 (stereo unspecified) | -0.2 | -6.6 | 8.3 | -0.1
CCOc1cc(CN2CCc3nnc(CNC(=O)C(C)CC)n3CC2)ccc1O (stereo unspecified) | 1.0 | -4.5 | -5.3 | -0.1

Two entries picked at random from the list so far, as already listed:
SMILES | GPR151 activ | MITF inh | TEAD-YAP inh | FBW7 activator
O=C(N/N=C/c1ccc([N+](=O)[O-])c(O)c1)c1cncc(Br)c1 | 1.1 | 11.8 | -9.6 | -0.1
COC(=O)COc1cc(OCC(=O)OC)c2c(C)c(Cl)c(=O)oc2c1 | 1.8 | 15.3 | 7.1 | -0.1

Additional results follow:
SMILES | GPR151 activ | MITF inh | TEAD-YAP inh | FBW7 activator
CN(C)CCCNC(=O)c1ccc(I)cc1 | 1.1 | 3.1 | 8.3 | -0.1
CCOC(=O)c1cccc(NSc2ccccc2[N+](=O)[O-])c1 | -0.2 | -8.8 | -7.3 | -1.0
CCN(C(=O)NCc1noc2ccccc12)c1cc(C)ccc1C | -1.2 | -3.4 | -10.7 | -0.1
COc1ccc(OCC(=O)N2CCCC2)cc1 | -1.1 | 13.6 | -2.3 | 0.1
C/C(=N\NC(=O)c1ccc(Cl)cc1)c1c(C)[nH]n(-c2ccccc2)c1=O | -0.5 | 3.6 | -13.6 | 0.1
C=CCn1c(=O)c2ccccc2n2c(SCC(=O)N(C)C)nnc12 | 0.7 | -12.3 | 1.2 | 0.0
Cc1ccc(N(C(C)C(=O)NC2CCCCC2)S(C)(=O)=O)cc1C (stereo unspecified) | 6.6* | -12.4 | 1.5 | -0.1
O=C1N/C(=C/c2ccc(-c3ccc([N+](=O)[O-])cc3Br)o2)C(=O)N1Cc1ccc(Cl)cc1 | 2.7 | 13.2 | 8.5 | 0.0
CC1CC(C)CN(S(=O)(=O)c2ccc(F)c(C(=O)NCc3ccccn3)c2)C1 (stereo unspecified) | 0.3 | 1.7 | 5.5 | -0.1
Cc1ccc(OCC(=O)NC23CC4CC(CC(C4)C2)C3)c(Br)c1 | 0.3 | -5.4 | 7.4 | 0.4
COc1ccc(-c2cc(NC3CCN(Cc4ccccc4)CC3)ncn2)cn1 | 0.7 | -3.6 | 3.8 | 0.0
COC1COC(=O)C/C=C/[C@@H](C)COC(=O)[C@@H]2CCCN2C(=O)C/C=C/[C@H]1C (stereo partly specified) | -0.5 | 16.2 | . | 0.0
COc1ccc(Cn2nnnc2CN(CCCO)Cc2cc3cc(C)ccc3[nH]c2=O)cc1 | 6.7* | 12.9 | 6.9 | -0.1
O=C(c1ccccc1)c1cc(Cl)cc2c1NC(c1ccc(F)cc1)C1CC=CC21 (stereo unspecified) | 0.8 | 5.8 | 9.9 | -0.1
Cc1nc2sc(C(c3ccco3)N3CCC4(CC3)OCCO4)c(O)n2n1 (stereo unspecified) | -0.9 | 13.4 | 3.4 | -0.1
COc1cc(-c2ncnn2-c2cccc(Cl)c2)ccc1OCc1ccccc1 | -0.8 | 9.6 | -10.3 | 0.1
Fc1ccc(-c2ncc3ccccn23)cc1 | -1.0 | 0.2 | -27.9 | -0.2
O=C(c1ccc(S(=O)(=O)N2CCCCC2)cc1)N1CCN(c2nc3ccccc3s2)CC1 | -0.8 | 0.1 | -4.6 | 0.0
COc1cccc(Nc2ccc3c(cnn3-c3cc(C(=O)NCCN4CCN(C)CC4)ccn3)c2)c1 | -0.7 | 5.4 | 15.0 | 0.1
O=C(CN1C(=O)c2ccccc2C1=O)OC1CSCC1NC(=O)c1ccccc1 (stereo unspecified) | -0.6 | 8.4 | 5.3 | 0.2
Cc1cnc(C(=O)Nc2ccc(S(=O)(=O)N(C(C)C)C(C)C)cc2)cn1 | -0.2 | 2.0 | 5.5 | -0.1
Cc1ccc(-c2cc(CNC(=O)c3cc4ccccc4o3)no2)cc1 | 0.9 | -11.0 | 8.8 | -0.1
Cc1noc(C)c1CN1C(=O)NC(C)(c2ccc3c(c2)OCO3)C1=O (stereo unspecified) | 0.1 | -0.6 | -0.1 | -0.2
CN(C)Nc1ccc(C(F)(F)F)cc1[N+](=O)[O-] | -0.5 | -12.2 | -3.4 | -0.1

Reprinted from the part before: 6 entries, followed by the next part.
SMILES | GPR151 activ | MITF inh | TEAD-YAP inh | FBW7 activator
COc1cccc(Nc2ccc3c(cnn3-c3cc(C(=O)NCCN4CCN(C)CC4)ccn3)c2)c1 | -0.7 | 5.4 | 15.0 | 0.1
O=C(CN1C(=O)c2ccccc2C1=O)OC1CSCC1NC(=O)c1ccccc1 (stereo unspecified) | -0.6 | 8.4 | 5.3 | 0.2
Cc1cnc(C(=O)Nc2ccc(S(=O)(=O)N(C(C)C)C(C)C)cc2)cn1 | -0.2 | 2.0 | 5.5 | -0.1
Cc1ccc(-c2cc(CNC(=O)c3cc4ccccc4o3)no2)cc1 | 0.9 | -11.0 | 8.8 | -0.1
Cc1noc(C)c1CN1C(=O)NC(C)(c2ccc3c(c2)OCO3)C1=O (stereo unspecified) | 0.1 | -0.6 | -0.1 | -0.2
CN(C)Nc1ccc(C(F)(F)F)cc1[N+](=O)[O-] | -0.5 | -12.2 | -3.4 | -0.1
CCCc1cc2c(=O)c(-c3ccc4c(c3)OCCO4)c(C)oc2cc1O | -0.1 | 4.7 | -5.8 | -0.1
CC(C)N(C)Cc1nnnn1CC(=O)N1CCN(c2ccccc2O)CC1 | 5.0* | -11.8 | 6.1 | 0.1
CCOc1ccc(C2Nn3c(C)nnc3SC2C(=O)N2CCCCCC2)cc1 (stereo unspecified) | 0.8 | 0.0 | -27.3 | 0.4
COc1ccc(C(C)=O)cc1COC(=O)Cc1cc(OC)c(OC)c(OC)c1 | -1.6 | 13.5 | 4.0 | 0.0
C/C(NN1CCN(C)CC1)=C(\C#N)C(=O)NCc1ccccc1 | -0.1 | 5.9 | -6.0 | 0.3
O=C(Nc1nnc(COc2ccc(F)cc2)s1)c1ccc(F)cc1 | 0.7 | 3.8 | -10.8 | 0.0
O=C(O)CCCCCNS(=O)(=O)c1c(Cl)cccc1Cl | -0.5 | 3.4 | -2.8 | 0.5
CCC(=O)Nc1ccc(NC(=O)CSc2nc3cccnc3n2-c2ccc(F)cc2)cc1 | 1.8 | 5.3 | 17.9 | 0.0
O=c1[nH]nc(SCc2cn3cccnc3n2)c(=O)[nH]1 | 0.6 | -0.8 | -0.9 | 0.1
COCCCn1c(=C(C#N)C#N)s/c(=C/c2ccc(N3CCCC3)c([N+](=O)[O-])c2)c1=O | 1.6 | 11.1 | 6.9 | 0.0
O=C(CN1CCCCCC1)N/N=C/c1ccccc1 | -0.1 | 33.1 | 2.1 | 0.1
Cn1c(CSc2nc3ccccc3c(=O)[nH]2)nc2ccccc21 | 0.7&3.6 | -2.5&-9.5 | 4.1&-6.1 | -0.6&-0.1
CNS(=O)(=O)c1ccc2[nH]c(=O)[nH]c2c1 | -0.8 | -0.4 | -5.0 | 0.0
Cn1c(-c2ccncc2)nn(CN2CCCC2)c1=S | -1.4 | 15.8 | 7.1 | -0.2
Cc1cc(=O)nc2c3ccccc3n(CC(=O)N3CCN(C4CCCCC4)CC3)n12 | 0.4 | 7.8 | 4.1 | -0.2
O=C(NCCc1ccc(Cl)cc1)C1CC(=O)N(C2CCCCC2)C1 (stereo unspecified) | -1.7 | 3.5 | 0.2 | 0.1
